Xi reactivation – X-chromosome reactivation activator; XiGFP mouse fibroblasts, % GFP-positive cells imaging, 3 d; cells co-treated with 5-aza-dC sensitizer; scaled so ellipticine positive control = 100%; activation, % at 7.58 µM; 360,000 compounds, 0.055% hits; AID 743238;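 active means mean normalized replicate activation at least 10% and every replicate at or above 10%; inconclusive means only one of the two criteria met; inactive means mean below 10% and not all replicates reach 10%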;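 further: 0% = median of on-plate neutral control wells and 100% = ellipticine 6 µM median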
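Schedule: 3 d treatment, 15 min room-temperature fixation; system: 68-5-11 XiGFP fibroblast line; buffer or medium: DMEM plus 5-aza-dC sensitizer; control set: ellipticine 6 µM positive control; compound: one concentration, pinned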
Cneo AK release – causes C. neoformans cell lysis; lysis activity, % at 15 µM; 360,000 compounds, 0.2% hits; adenylate kinase release luminescence, 4 h; normalised: neutral wells 0, clomiphene wells 100;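 active means mean lysis activity across replicates of at least 80%, whatever share of replicates individually reach that level; inactive means mean lysis activity below 80%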
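Schedule: static 4 h at 37 °C with compound, 1 h detection; system: C. neoformans cells; benchmarks: Clomiphene as positive control; buffer or medium: fresh YPD medium; measure: luminescence rise reflecting yeast cell lysis; measured by: luminescent adenylate kinase detection reagent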
SIRT5 block – inhibitors of human sirtuin-5 desuccinylase | Q9NXA8 | Purified SirT5, succinyl-peptide AMC, trypsin-coupled fluorescence | inhibition, % at 15 µM | 330,000 compounds, 1.1% hits; in the data active means inhibition above about 15%; inconclusive means no clear call, values can overlap the other calls
Target sequence (Q9NXA8 whole entry, looked up): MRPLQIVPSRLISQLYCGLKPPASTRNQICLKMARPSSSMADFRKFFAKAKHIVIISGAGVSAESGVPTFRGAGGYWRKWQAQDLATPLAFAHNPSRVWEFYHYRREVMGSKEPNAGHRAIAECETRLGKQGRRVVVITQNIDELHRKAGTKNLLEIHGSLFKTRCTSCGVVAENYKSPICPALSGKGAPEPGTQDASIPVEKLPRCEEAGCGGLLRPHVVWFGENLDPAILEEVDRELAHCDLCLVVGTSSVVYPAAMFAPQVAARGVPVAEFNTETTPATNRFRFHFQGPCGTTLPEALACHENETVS
PGC1a acetyl inh – PGC1a acetylation modulation, inhibitor mode; U2OS PGC1a acetylation, AlphaScreen anti-acetyl-lysine; with virally co-expressed GCN5 acetyltransferase; inhibition, % at 15.6 µM; 350,000 compounds, 0.17% hits; AID 651687;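 active means every replicate shows inhibition of at least 40%; inconclusive means mean inhibition at least 40% but some replicate below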;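 further: 0% = neutral control wells and 100% = positive control wells; some results beyond the cut were filed as inactive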
ERAP1 HTS inh – blocks human ERAP1 aminopeptidase activity; AID 652197; 340,000 compounds, 0.15% hits; recombinant ERAP1, Leu-AMC fluorescence, 60 min; inhibition, % at 10.7 µM;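 active means mean replicate inhibition of at least 30%, or all replicates individually reaching that 30% level; inactive means mean below 30% and not every replicate reaching it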;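 further: 0% = neutral control wells and 100% = L-leucinethiol positive control wells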
LGR2 inh – blocks bursicon-induced cAMP signaling via Drosophila LGR2; AID 720647; HEK293 LGR2, CRE-luciferase, bursicon-stimulated, 4 h; 380,000 compounds, 0.35% hits; inhibition, % at 9.99 µM;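 active means drop in luminescence signal, shown as inhibition above about 50% in the replicate tests, limit read from the data, passing the limit was not always enough; inconclusive means probably only some replicates passing the limit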;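 further: agonist challenge used bursicon conditioned medium at about half maximal strength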
S100A4 inh HTS – S100A4-myosin IIA interaction inhibition; inhibition, % at 10.7 µM; 360,000 compounds, 0.14% hits; AID 652163; P26447; S100A4/TAMRA-MyoIIA peptide fluorescence polarization;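 active means mean inhibition of at least 70% across replicates, with every replicate also reaching that level; inconclusive means mean inhibition reaches 70% but some replicates fall short; inactive means mean inhibition below 70%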
Target sequence (P26447 whole entry, looked up): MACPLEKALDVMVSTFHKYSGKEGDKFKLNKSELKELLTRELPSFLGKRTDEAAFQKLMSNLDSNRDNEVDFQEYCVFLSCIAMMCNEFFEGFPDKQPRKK
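assay system = human S100A4 monomer with TAMRA-labelled myosin IIA peptide | also added = labelled myosin peptide probe, 5 nM | incubation = 5 min between mix addition and reading | control set = DMSO and TFP controls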
C2C12 statin – protects C2C12 myotubes from simvastatin toxicity | rescue of ATP level, % at 7.49 µM | ATP luminescence, 48 h; scaled: DMSO 0, geranylgeraniol control 100 | 330,000 compounds, 0.78% hits | AID 602340;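 active means mean ATP rescue above about 67%, or every replicate alone reaching that limit, limit read from the data, passing the limit was not always enough; inconclusive means no clear call, values can overlap the other calls; inactive means mean under the limit and some replicate under it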;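 further: myotubes were challenged with 10 µM simvastatin during compound exposure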
* marks the source's active call; other numbers are inactive results; ? = inconclusive; . = not tested or not shown. An excerpt; rates above refer to the full screens.

Second line of a record: C2C12 statin, LGR2 inh, PGC1a acetyl inh, Cneo AK release, SIRT5 block, Xi reactivation, ERAP1 HTS inh, S100A4 inh HTS
- O=C1CC2(CCN(C(=O)c3cccc(Br)c3)CC2)Oc2ccccc21
  14.8, -7.3, 17.3, -1.5, -3.8, 0.9, -2.7, -1.7
- C/C=C/c1ccc([C@H]2[C@@H](CO)N3CCCCN(S(=O)(=O)c4ccc(F)cc4)C[C@@H]23)cc1
  29.8, -0.1, -15.5, 1.0, 4.5, 0.1, 1.6, 1.5
- Cc1ccc(COC(=O)CCN=C2NS(=O)(=O)c3ccccc32)cc1
  -8.0, -0.4, ., -0.4, 4.5, 0.0, 0.8, -2.0
- O=C(Nc1cccnc1Cl)c1cc(-c2ccccc2O)on1
  5.6, -53.1, ., -1.1, -6.6, 0.1, -1.9, 15.4
- COc1ccc(/C=N/NC(=O)c2ccoc2C)cc1OC
  ., ., ., ., 11.6, -0.5, 1.6, -3.2
- CN(C)CC(=O)N1[C@@H](C#N)[C@H](c2ccc(C#CC3CCCCC3)cc2)[C@@H]1CO
  7.6, 3.8, -49.7, -0.9, 3.3, 0.0, 1.2, -11.2
- C#CCN1[C@@H]2CCN(C2)c2cc(Br)ccc2S1(=O)=O
  -10.3, 4.9, ., -3.5, -5.7, 0.3, -0.3, -13.3
- C[C@@H]1CN([C@@H](C)CO)S(=O)(=O)c2ccc(C#Cc3ccc(F)cc3)cc2O[C@@H]1CN(C)S(C)(=O)=O
  -1.2, -1.9, -7.0, -9.1, 6.3, -0.8, -0.4, -1.8
- O=S(=O)(Oc1ccccc1/C=N/n1cnnc1)c1ccccc1
  ., -79.7, ., ., -8.3, 0.1, 1.8, 7.2
- C[C@@H]1CN([C@H](C)CO)S(=O)(=O)c2ccc(C#Cc3ccccc3)cc2O[C@H]1CN(C)C(=O)Nc1ccccc1
  -14.4, 10.5, -15.3, 0.8, ?, -1.4, -1.4, -5.7
- COc1cc(/C=C2\SC(=S)N(N3CCOCC3)C2=O)cc(OC)c1OC
  9.5, 16.3, 13.5, -2.7, ., ?, ., .
- CC(=O)c1cccc(NC(=O)c2cc(-c3ccc(F)cc3)on2)c1
  -3.2, -26.4, -1.4, -2.9, 6.4, ., 3.1, -0.8
- C[C@@H]1CCCCO[C@@H](CN(C)C(=O)Nc2ccc3c(c2)OCO3)[C@@H](C)CN([C@@H](C)CO)C(=O)c2cc(NS(=O)(=O)c3ccccc3)ccc2O1
  ., 5.6, -4.0, 3.1, 0.3, 0.4, -0.7, 1.4
- COc1cc(CN2CCN(Cc3ccc(C(F)(F)F)cc3)CC2)cc(OC)c1OC
  -2.2, 5.2, ., -1.3, -4.6, 0.0, 0.7, 4.2
- COC(=O)C1=C(C)N(Cc2cccc(C(F)(F)F)c2)C(=NCc2ccccc2)NC1c1ccc(Cl)cc1 (centres undefined)
  ., 8.1, ., ., -0.1, 0.3, 2.6, -3.9
- Cc1cc(O)c(-c2cc(C(=O)Nc3cccnc3)[nH]n2)cc1C
  -8.4, -30.2, 0.5, 0.7, -2.4, -0.1, 4.6, 3.4
- NC(=O)C1CCN(C(=O)Cc2ccc([N+](=O)[O-])cc2)CC1
  ., -13.6, ., ., 10.9, -0.1, -1.0, 4.9
- COC(=O)c1c(NC(=O)C(=O)N2CCCCC2)sc2c1CC(C)(C)OC2
  -16.4, -4.5, 0.2, -0.3, -2.0, 0.0, 3.0, -1.6
- Cc1ccc(N(CC(O)CON=C2c3ccccc3-c3ccccc32)S(C)(=O)=O)cc1 (centres undefined)
  27.5, 11.3, -7.9, -1.3, 0.4, ., -2.6, -3.7
- Cc1csc(=O)n1CCC(=O)OCC(=O)c1ccc(Br)cc1
  1.0, 1.4, ., 0.2, 1.9, -0.1, -0.4, -5.9
- CC(=O)N1CCN(C23CC4CC(CC(C4)C2)C3)CC1
  0.9, -8.4, ., -0.8, ., 0.0, -2.4, -6.1
- CC(C)NC(=O)N(C)C[C@@H]1Oc2ccc(NC(=O)CCCN(C)C)cc2C(=O)N([C@H](C)CO)C[C@H]1C
  -1.3, 11.9, -1.9, 3.4, -3.2, 0.0, -3.8, 25.2
- Cc1ccnc(NC(=O)CCC(=O)N(CC(=O)NC2CCCCC2)Cc2cccs2)c1
  ., 4.4, -3.0, ., ., 0.0, 0.0, 1.2
- O=C(CN1C(=O)CSc2ccc(S(=O)(=O)N3CCOCC3)cc21)N1CCCCC1
  9.3, 25.1, -7.1, -2.1, 0.1, 0.0, -1.6, -4.6
- CC(=O)c1ccc(NC(=O)c2ccc(-n3cncn3)c([N+](=O)[O-])c2)cc1
  ., -6.2, 8.2, -0.9, -2.1, 0.0, 1.9, -5.7
- C[C@H](CO)N1C[C@H](C)[C@H](CN(C)Cc2ccccc2F)Oc2cc(C#CCN(C)C)ccc2S1(=O)=O
  -25.8, -3.9, -23.6, 0.2, 0.5, -1.2, 2.7, 14.1
- Cc1ccc(NC(=O)c2ccc(Cl)c(S(=O)(=O)Nc3c(C)n(C)n(-c4ccccc4)c3=O)c2)cc1Cl
  -13.1, -16.8, ., -1.4, -8.6, 0.0, 0.7, -0.8
- O=C(NCC[C@@H]1CC[C@@H](NC(=O)C2CCCC2)[C@H](CO)O1)c1ccc(F)cc1
  -0.8, -9.4, -4.5, 3.7, -4.7, -0.6, -0.7, 8.3
- CCN1[C@@H]2c3ccc(C4=CCCCC4)c(=O)n3C[C@@H]2[C@@H](CO)[C@@H]1C(=O)NC1Cc2ccccc2C1
  35.9, 5.5, ., -1.2, -6.8, 0.2, 0.8, -6.9
- O=C(Nc1ccccc1)C1CC(=O)N(Cc2ccccc2)C1 (centres undefined)
  2.4, -14.6, ., 2.7, -2.4, 0.4, 1.3, 12.4
- CCCNC(=O)N1C[C@@H](C)[C@@H](OC)CN(C)C(=O)c2ccc(NS(=O)(=O)CC(F)(F)F)cc2OC[C@H]1C
  13.6, 8.5, 3.3, ., ., 0.3, ., .
- Cc1c(Cl)cnc(NC(=O)COC(=O)c2ccc([N+](=O)[O-])s2)c1Cl
  1.2, 13.2, ., 0.1, 1.7, 0.4, -0.1, 8.1
- CC(C)(C)c1ccc(OC(=O)Nc2ccc(O)c(C(=O)O)c2)cc1
  -6.9, -21.4, ., -7.3, -7.2, 0.2, 2.3, 1.5
- CCC(C)NC(=O)CCc1c(C)nc2c(c(C)nn2-c2ccccc2)c1C (centres undefined)
  -11.5, -1.8, -4.1, 2.4, -1.6, 0.3, -5.4, -4.5
- O=C(NC1CCCCC1)C1CCC(=O)N(Cc2cccc(C(F)(F)F)c2)C1 (centres undefined)
  4.0, -10.0, ., 0.8, 3.0, 0.1, -5.0, -16.7
- O=C(Cc1ccccc1)Nc1ccccc1C(=O)NCC1CCCO1 (centres undefined)
  9.5, 2.1, ., 0.9, -4.7, 0.4, -3.1, 0.5
- CCCCn1c(N)c(N(CCC(C)C)C(=O)c2ccc(COc3ccccc3)o2)c(=O)[nH]c1=O
  ., 19.5, ., ., 2.0, -0.1, -0.8, 0.4
- C[C@H]1O[C@H]1P(=O)(O)O
  1.1, -11.5, 7.6, -2.7, 2.1, -0.1, -0.4, -2.2
- COc1cc(CCC(=O)Nc2nnc(-c3cccnc3)s2)cc(OC)c1OC
  -0.8, 7.4, ., -2.2, ., 0.8, ., -1.4
- Cc1ccsc1C(=O)Nc1cccc(-n2cnnn2)c1
  -2.9, -6.8, ., 0.3, -1.1, 0.0, 0.1, -3.4

Whole records as entered above.
Record of CC(=O)c1cccc(NC(=O)c2cc(-c3ccc(F)cc3)on2)c1 : C2C12 statin: -3.2; LGR2 inh: -26.4; PGC1a acetyl inh: -1.4; Cneo AK release: -2.9; SIRT5 block: 6.4; Xi reactivation: .; ERAP1 HTS inh: 3.1; S100A4 inh HTS: -0.8
Record of O=C1CC2(CCN(C(=O)c3cccc(Br)c3)CC2)Oc2ccccc21 : C2C12 statin: 14.8; LGR2 inh: -7.3; PGC1a acetyl inh: 17.3; Cneo AK release: -1.5; SIRT5 block: -3.8; Xi reactivation: 0.9; ERAP1 HTS inh: -2.7; S100A4 inh HTS: -1.7

Some of these compounds in order of their number in LGR2 inh, falling.
Structure	LGR2 inh
O=C(CN1C(=O)CSc2ccc(S(=O)(=O)N3CCOCC3)cc21)N1CCCCC1	25.1
C[C@H](CO)N1C[C@H](C)[C@H](CN(C)Cc2ccccc2F)Oc2cc(C#CCN(C)C)ccc2S1(=O)=O	-3.9
CC(=O)N1CCN(C23CC4CC(CC(C4)C2)C3)CC1	-8.4

Further entries:
Second line of a record: C2C12 statin, LGR2 inh, PGC1a acetyl inh, Cneo AK release, SIRT5 block, Xi reactivation, ERAP1 HTS inh, S100A4 inh HTS
- O=C(CC(C(=O)O)P(=O)(c1ccccc1)c1ccccc1)c1ccccc1 (centres undefined)
  -6.1, 15.7, 11.4, 10.5, -2.9, 0.0, -5.4, -3.0
- COc1ccc(NC(=O)c2cc(C)no2)cc1
  -5.6, -49.0, -4.3, -1.7, -3.1, 0.0, 0.9, -12.8
- CO[C@@H]1CN(C)C(=O)c2cc(NC(=O)c3ccc4c(c3)OCO4)ccc2OC[C@@H](C)NC[C@@H]1C
  -6.0, 5.0, -7.0, -0.7, -1.1, -0.1, -3.1, -4.4
- COc1ccc(-n2nc3ccc(N)cc3n2)cc1
  0.8, -56.2, 15.3, -3.0, -4.3, 0.0, 7.3, 4.4
- COc1ccccc1S(=O)(=O)N[C@@H]1C=C[C@H](CC(=O)N2CCCCC2)O[C@@H]1CO
  3.7, 11.9, -10.7, 0.7, -0.1, 0.6, 4.3, -1.4
- CCNC(=O)[C@H]1[C@H](CO)[C@H]2Cn3c(ccc(/C=C/c4ccccc4)c3=O)[C@@H]1N2C(C)=O
  16.5, 16.7, 0.9, 0.8, -90.9, 0.1, -0.1, -26.8
- CC(C)CC(=O)Nc1cc(NC(=O)CC(C)C)cc(C(=O)NC(C)(C)C)c1
  -18.4, 13.2, 1.5, -1.9, ., ., ., .
- COc1ccc(N2CCN(C(=O)c3oc4ccccc4c3NC(=O)Cc3ccc(OC)c(OC)c3)CC2)cc1
  14.3, 6.2, -11.9, -0.4, 1.0, 0.0, 4.2, 0.3
- CC(C)Cn1c(N)c(C(=O)COC(=O)C2CC(=O)N(Cc3ccccc3Cl)C2)c(=O)n(C)c1=O (centres undefined)
  ., -1.9, -6.2, ., -5.0, 0.0, 0.7, -1.3
- Cc1ccc(CNC(=O)CCc2nnc3ccc(NCCCN4CCCC4=O)nn23)cc1
  -2.3, 8.4, -8.8, -1.6, -3.2, 0.0, 0.6, -1.3
- O=C(Nc1ccc(Cl)cc1)N1C[C@H]2[C@@H](c3ccccc31)[C@H](CO)N2C(=O)c1cccnc1
  -3.6, -2.8, 0.8, -7.4, 2.0, 0.0, 0.0, -12.0
